STAT1 inh: STAT1 signaling inhibition; actives 0.35% (n = 200,000); inhibition, % at 5.5 µM; NIH 3T3 STAT1-luciferase reporter, IFN-gamma, luminescence;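 active = inhibition above a set limit, the mean inhibition across all tested compounds plus 3 SD, cut at about 34% in these data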;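 note: 0% = IFN-gamma with DMSO and 100% = IFN-gamma with 300 µM nifuroxazide; values of inactives mirror those of a sister screen read the other way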
APP transl inh: APP translation inhibition; SH-SY5Y APP 5'UTR-luciferase reporter, luminescence; inhibition, % at 2 µM; AID 1285; actives 0.82% (n = 190,000);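 active = inhibition above a set limit, derived from the sample mean plus 3 SD, cut at about 45% in these data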; note: values of inactives mirror those of a sister screen read the other way
RAM inhibit: blocks the yeast RAM network; S. cerevisiae dse1pr::URA3 reporter, 5-FOA growth OD615, 2 d; analog-sensitive cbk1-as2 kinase mutant strain; inhibition, % at 50 µM; actives 1.8% (n = 190,000);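 active = inhibition above a set limit, 3 SD over mean compound inhibition, cut at about 8.4% in these data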;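 note: 0% = DMSO-only wells with no growth and 100% = 10 µM 1-NA-PP1 full growth; inhibition rescues growth on 5-FOA so higher OD means more RAM inhibition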
NF-kB neuron act: raises NF-kB expression in human neuronal cells; NF-kB reporter expression; active compounds read high; fold change at 12.5 µM; actives 1.6% (n = 190,000); in the data active = fold change above about 3.3
APP 5'UTR act: APP 5'UTR luciferase reporter activation; SH-SY5Y APP 5'UTR luciferase reporter, luminescence; zero percent = DMSO vehicle wells; activation, % at 2 µM; actives 1% (n = 190,000); AID 1276;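 active = activation above a set limit, based on mean plus 3 SD of controls, cut at about 140% in these data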; note: values of inactives mirror those of a sister screen read the other way
STAT3 activator: increases IL-6 driven STAT3 reporter signal; actives 0.91% (n = 190,000); U3A cells, IL-6 STAT3-luciferase reporter, luminescence; 100% = signal with IL-6 EC80 alone; activation (% of control), % at 5.6 µM;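 active = activation above the screen-wide mean of compound activation plus 3 SD, cut at about 130% in these data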;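 note: 0% = background luminescence of wells with medium and substrate only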
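Material: human U3A cells carrying STAT3-luciferase construct. Measured by: reporter luminescence signal. Timing: compound 1 h, then IL-6 6 h at 37 °C.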
STAT1 act: increases IFN-gamma driven STAT1 reporter signal; NIH 3T3 STAT1-luciferase reporter, luminescence; 100% = IFN-gamma alone, no compound; activation (% of control), % at 5.5 µM; actives 2.6% (n = 200,000); AID 932;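 active = activation above the screen-wide mean activation plus 3 SD, cut at about 130% in these data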;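 note: raw ratio to IFN-gamma control signal so 100% means no change and 0% no light; values of inactives mirror those of a sister screen read the other way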
Hsp70 act: switches on Hsp70 transcription; HeLa Hsp70 promoter luciferase reporter, luminescence; scaled: vehicle 0, proteasome-inhibitor control 100%; activation, % at 10 µM; actives 0.04% (n = 200,000); AID 1203;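 active = activation above the mean across all tested compounds plus 3 SD, cutoff set per campaign, cut at about 5.5% in these data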;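 note: 100% = MG132 at 30 µM as the positive control and 0% = DMSO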
FLuc inh counter: Photinus pyralis luciferase inhibition counter-screen; ATPLite firefly luciferase biochemical luminescence, 10 min; inhibition, % at 10 µM; actives 1.5% (n = 200,000);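 active = inhibition above about 50% when tested at 10 µM, limit read from the data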
Target sequence (P08659 whole entry, looked up): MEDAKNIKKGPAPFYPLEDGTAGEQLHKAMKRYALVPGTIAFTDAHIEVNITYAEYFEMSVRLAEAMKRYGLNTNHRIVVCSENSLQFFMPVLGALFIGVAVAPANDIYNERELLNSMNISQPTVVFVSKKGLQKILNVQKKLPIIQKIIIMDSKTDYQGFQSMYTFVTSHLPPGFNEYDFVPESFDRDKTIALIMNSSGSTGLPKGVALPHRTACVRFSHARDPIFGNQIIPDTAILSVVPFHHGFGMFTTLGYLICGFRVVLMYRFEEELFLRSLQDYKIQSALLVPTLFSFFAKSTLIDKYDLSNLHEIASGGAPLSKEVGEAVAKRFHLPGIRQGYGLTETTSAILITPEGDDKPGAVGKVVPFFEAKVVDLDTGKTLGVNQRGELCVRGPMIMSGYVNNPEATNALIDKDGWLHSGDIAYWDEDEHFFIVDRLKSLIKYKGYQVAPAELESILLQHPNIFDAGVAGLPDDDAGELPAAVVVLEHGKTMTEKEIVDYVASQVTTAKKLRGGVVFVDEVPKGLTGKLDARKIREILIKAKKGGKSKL
STAT3 blocker: inhibitors of IL-6 induced STAT3 signaling. U3A cells, IL-6 STAT3-luciferase reporter, luminescence; host cell line lacks STAT1. inhibition, % at 5.5 µM. actives 0.89% (n = 190,000);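 active = inhibition above the mean inhibition across all screened compounds plus 3 SD, cut at about 44% in these data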;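 note: 0% = DMSO only wells and 100% = 100 µM nifuroxazide control wells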
Starred values were filed as active, the others as inactive.

Results for CCN(CC)S(=O)(=O)c1cc(C)c(C)cc1Br ?
STAT1 inh: 3; APP transl inh: -8; RAM inhibit: 0.6; NF-kB neuron act: 1.1; APP 5'UTR act: 8; STAT3 activator: 103; STAT1 act: 97; Hsp70 act: -0.5; FLuc inh counter: -6; STAT3 blocker: 1

How did CCCCN1C(=O)C2C(C(=O)Nc3cccc(OC)c3)C3C=CC2(O3)C1C(=O)NC1CCCCC1C (stereo unspecified) do in these assays?
STAT1 inh: -4; APP transl inh: -2; RAM inhibit: 5.0; NF-kB neuron act: 1.1; APP 5'UTR act: 2; STAT3 activator: 105; STAT1 act: 101; Hsp70 act: -0.2; FLuc inh counter: -7; STAT3 blocker: -4

What do the screens show for `Cc1ccc(Cn2c(SC3CCOC3=O)nc3ccccc3c2=O)cc1` (stereo unspecified)?
STAT1 inh: 2; APP transl inh: -9; RAM inhibit: 2.6; NF-kB neuron act: 1; APP 5'UTR act: 9; STAT3 activator: 99; STAT1 act: 98; Hsp70 act: -0.2; FLuc inh counter: -9; STAT3 blocker: -4

What do the screens show for `CCCC(=O)n1nc(-c2cccnc2)nc1NCc1ccccc1`?
STAT1 inh: -7; APP transl inh: 7; RAM inhibit: -0.3; NF-kB neuron act: 0.96; APP 5'UTR act: -7; STAT3 activator: 95; STAT1 act: 105; Hsp70 act: 0.1; FLuc inh counter: -3; STAT3 blocker: 12

Results for COc1ccc(C/C(C)=N/NC(=O)c2cccnc2)cc1 ?
STAT1 inh: -10; APP transl inh: -15; RAM inhibit: 0.0; NF-kB neuron act: 0.99; APP 5'UTR act: 15; STAT3 activator: 107; STAT1 act: 109; Hsp70 act: 0.1; FLuc inh counter: -2; STAT3 blocker: -10

What do the screens show for `O=C(c1ccccc1)N1CCN(C2CCCCCC2)CC1`?
STAT1 inh: 2; APP transl inh: -9; RAM inhibit: 1.0; NF-kB neuron act: 1.6; APP 5'UTR act: 9; STAT3 activator: 104; STAT1 act: 98; Hsp70 act: -0.1; FLuc inh counter: -7; STAT3 blocker: 2

How did COCCNC(=O)C(C)Oc1ccc(Cl)cc1Cl (stereo unspecified) do in these assays?
STAT1 inh: -3; APP transl inh: -16; RAM inhibit: 0.6; NF-kB neuron act: 0.92; APP 5'UTR act: 16; STAT3 activator: 99; STAT1 act: 102; Hsp70 act: -0.1; FLuc inh counter: -5; STAT3 blocker: 4

What do the screens show for `O=C(Cn1nnc2c(cnn2-c2ccc(F)cc2)c1=O)c1ccccc1F`?
STAT1 inh: -4; APP transl inh: -13; RAM inhibit: 3.3; NF-kB neuron act: 1; APP 5'UTR act: 13; STAT3 activator: 103; STAT1 act: 104; Hsp70 act: -0.2; FLuc inh counter: -6; STAT3 blocker: -4

How did O=C(COC(=O)/C=C/c1ccc2c(c1)OCO2)Nc1ccc(S(=O)(=O)N2CCCC2)cc1 do in these assays?
STAT1 inh: 15; APP transl inh: -18; RAM inhibit: 4.0; NF-kB neuron act: 0.97; APP 5'UTR act: 18; STAT3 activator: 90; STAT1 act: 86; Hsp70 act: -0.1; FLuc inh counter: -1; STAT3 blocker: 15

What do the screens show for `COc1ccc(C2=NOC(C(=O)NC(C)C)C2)cc1` (stereo unspecified)?
STAT1 inh: -5; APP transl inh: 7; RAM inhibit: 0.1; NF-kB neuron act: 1.2; APP 5'UTR act: -7; STAT3 activator: 105; STAT1 act: 105; Hsp70 act: 0.1; FLuc inh counter: -7; STAT3 blocker: 0

How did CC(C(=O)NCc1ccccn1)c1ccc([N+](=O)[O-])cc1 (stereo unspecified) do in these assays?
STAT1 inh: -4; APP transl inh: -6; RAM inhibit: 1.1; NF-kB neuron act: 1.2; APP 5'UTR act: 6; STAT3 activator: 104; STAT1 act: 103; Hsp70 act: 0.0; FLuc inh counter: -8; STAT3 blocker: 0

What do the screens show for `Cc1ccccc1CSc1nc2n(n1)C(c1cccs1)C1=C(CCCC1=O)N2` (stereo unspecified)?
STAT1 inh: 6; APP transl inh: -5; RAM inhibit: 0.4; NF-kB neuron act: 0.36; APP 5'UTR act: 5; STAT3 activator: 95; STAT1 act: 97; Hsp70 act: -0.5; FLuc inh counter: -6; STAT3 blocker: 6

Results for CSc1nsc2nc(=O)c(/C=C3\C=Nc4ccccc43)c(N)n12 ?
STAT1 inh: -12; APP transl inh: -21; RAM inhibit: 2.5; NF-kB neuron act: 1.5; APP 5'UTR act: 21; STAT3 activator: 94; STAT1 act: 111; Hsp70 act: -0.3; FLuc inh counter: 4; STAT3 blocker: 7

Results for Cc1onc(-c2c(Cl)cccc2Cl)c1C(=O)N1C=CC(C(F)(F)F)=NCC1 ?
STAT1 inh: 1; RAM inhibit: 0.1; NF-kB neuron act: 1.1; STAT3 activator: 97; STAT1 act: 99; Hsp70 act: 0.0; FLuc inh counter: -2; STAT3 blocker: 10

How did CCC(C)Sc1nc(C)nc2c1c(=O)n(C)c(=O)n2C (stereo unspecified) do in these assays?
STAT1 inh: 0; RAM inhibit: 3.5; NF-kB neuron act: 1.7; STAT3 activator: 97; STAT1 act: 100; Hsp70 act: -0.2; FLuc inh counter: -7; STAT3 blocker: 12

The last 2 records of the part before open the next one:
Results for Cc1onc(-c2c(Cl)cccc2Cl)c1C(=O)N1C=CC(C(F)(F)F)=NCC1 ?
STAT1 inh: 1; RAM inhibit: 0.1; NF-kB neuron act: 1.1; STAT3 activator: 97; STAT1 act: 99; Hsp70 act: 0.0; FLuc inh counter: -2; STAT3 blocker: 10

How did CCC(C)Sc1nc(C)nc2c1c(=O)n(C)c(=O)n2C (stereo unspecified) do in these assays?
STAT1 inh: 0; RAM inhibit: 3.5; NF-kB neuron act: 1.7; STAT3 activator: 97; STAT1 act: 100; Hsp70 act: -0.2; FLuc inh counter: -7; STAT3 blocker: 12

How did C/C(CCc1ccco1)=N\NC(=O)CNc1c(Br)cc(Br)cc1Br do in these assays?
STAT1 inh: -5; APP transl inh: -28; RAM inhibit: 3.1; NF-kB neuron act: 1.2; APP 5'UTR act: 28; STAT3 activator: 97; STAT1 act: 103; Hsp70 act: 0.1; FLuc inh counter: -5; STAT3 blocker: 9

Results for N#Cc1cccc(NC(=O)CSc2n[nH]c(=O)[nH]c2=O)c1 ?
STAT1 inh: -8; APP transl inh: -9; RAM inhibit: 2.2; APP 5'UTR act: 9; STAT3 activator: 92; STAT1 act: 106; Hsp70 act: 0.2; FLuc inh counter: -10; STAT3 blocker: 14

What do the screens show for `COc1ccc(C)cc1NC(=O)CSc1nnnn1Cc1ccccc1`?
STAT1 inh: -1; APP transl inh: 4; RAM inhibit: 2.7; NF-kB neuron act: 0.99; APP 5'UTR act: -4; STAT3 activator: 102; STAT1 act: 100; Hsp70 act: -0.5; FLuc inh counter: -4; STAT3 blocker: 2

Results for COc1cc(C2C(C#N)=C(N)Oc3n[nH]c(C)c32)ccc1OC(=O)c1ccccc1 (stereo unspecified) ?
STAT1 inh: -8; APP transl inh: -10; RAM inhibit: 0.7; NF-kB neuron act: 0.9; APP 5'UTR act: 10; STAT3 activator: 113; STAT1 act: 108; Hsp70 act: -0.2; FLuc inh counter: -7; STAT3 blocker: -10

Results for COc1ccc(-c2nnc(SCC(=O)Nc3sc4c(c3C#N)CCCC4)n2-c2ccccc2)cc1 ?
STAT1 inh: 1; APP transl inh: 6; RAM inhibit: 3.3; NF-kB neuron act: 2.6; APP 5'UTR act: -6; STAT3 activator: 98; STAT1 act: 99; Hsp70 act: -0.1; FLuc inh counter: -9; STAT3 blocker: 3

What do the screens show for `CCOC(=O)N1CCN(C(=O)c2ccc3nc4ccc(Cl)cc4c(=O)n3c2)CC1`?
STAT1 inh: -1; APP transl inh: 15; RAM inhibit: 2.4; NF-kB neuron act: 0.85; APP 5'UTR act: -15; STAT3 activator: 97; STAT1 act: 101; Hsp70 act: -0.1; FLuc inh counter: -6; STAT3 blocker: 8

Results for Cc1cc(N2CCN(c3ccccc3)CC2)n2c(n1)nc1ccccc12 ?
STAT1 inh: 9; APP transl inh: 9; RAM inhibit: 0.4; NF-kB neuron act: 0.89; APP 5'UTR act: -9; STAT3 activator: 90; STAT1 act: 92; Hsp70 act: -0.1; FLuc inh counter: -4; STAT3 blocker: 18

How did Cc1ccc2[nH]c(=O)c(-c3noc(-c4ccncc4)n3)cc2c1 do in these assays?
STAT1 inh: -7; APP transl inh: -6; APP 5'UTR act: 6; STAT3 activator: 86; STAT1 act: 106; Hsp70 act: -0.3; STAT3 blocker: 15

How did CCN(CCn1cccn1)C(=O)CC1C(=O)NCCN1Cc1ccc(F)c(F)c1 (stereo unspecified) do in these assays?
STAT1 inh: 3; APP transl inh: 4; RAM inhibit: -0.8; NF-kB neuron act: 1.3; APP 5'UTR act: -5; STAT3 activator: 103; STAT1 act: 96; Hsp70 act: -0.5; FLuc inh counter: -2; STAT3 blocker: 1

What do the screens show for `COc1ccc(S(=O)(=O)NCc2cc(-c3ccccc3Cl)no2)cc1`?
STAT1 inh: 5; APP transl inh: 15; RAM inhibit: -0.4; NF-kB neuron act: 1; APP 5'UTR act: -15; STAT3 activator: 98; STAT1 act: 95; Hsp70 act: -0.2; FLuc inh counter: -5; STAT3 blocker: 7

What do the screens show for `O=C(Nc1ncc(C(F)(F)F)cc1Cl)C1COc2ccccc2O1` (stereo unspecified)?
STAT1 inh: 2; APP transl inh: 6; RAM inhibit: 1.6; NF-kB neuron act: 1.2; APP 5'UTR act: -6; STAT3 activator: 81; STAT1 act: 99; Hsp70 act: -0.2; FLuc inh counter: -2; STAT3 blocker: 27

What do the screens show for `O=C(CCN1CCc2ccccc2C1)c1ccc2c(c1)OCCO2`?
STAT1 inh: 8; APP transl inh: -20; RAM inhibit: -1.9; NF-kB neuron act: 1.1; APP 5'UTR act: 20; STAT3 activator: 105; STAT1 act: 93; Hsp70 act: -0.3; FLuc inh counter: -1; STAT3 blocker: -3

How did Cc1c(C(=O)N2CCCC2)nnn1-c1nonc1N do in these assays?
STAT1 inh: 3; APP transl inh: -10; RAM inhibit: 2.0; NF-kB neuron act: 1.1; APP 5'UTR act: 10; STAT3 activator: 89; STAT1 act: 97; Hsp70 act: -0.4; FLuc inh counter: -1; STAT3 blocker: 18

What do the screens show for `Cc1ccc(NC(=O)COc2ccc(/C=N/NC(=O)CSCc3ccccc3)cc2)cc1`?
STAT1 inh: -8; APP transl inh: 0; RAM inhibit: 3.3; NF-kB neuron act: 1; APP 5'UTR act: 0; STAT3 activator: 107; STAT1 act: 107; Hsp70 act: -0.1; FLuc inh counter: -6; STAT3 blocker: -2

What do the screens show for `Cc1c(C(=O)NC2=NCCS2)oc2ccccc12`?
STAT1 inh: -40; APP transl inh: -106; RAM inhibit: 0.1; NF-kB neuron act: 7.6*; APP 5'UTR act: 106; STAT3 activator: 90; STAT1 act: 137*; Hsp70 act: -0.3; FLuc inh counter: 51*; STAT3 blocker: 15

What do the screens show for `COc1ccc(OC)c(Nc2ccc(Nc3cc(OC)ccc3OC)nn2)c1`?
STAT1 inh: -1; APP transl inh: -4; RAM inhibit: 1.5; NF-kB neuron act: 0.74; APP 5'UTR act: 4; STAT3 activator: 106; STAT1 act: 101; Hsp70 act: -0.4; FLuc inh counter: -4; STAT3 blocker: -6

What do the screens show for `Cc1cc(-c2nnc(CCC(=O)N(CC3CCC3)CC3CCCO3)o2)no1` (stereo unspecified)?
STAT1 inh: -24; APP transl inh: -27; RAM inhibit: -1.4; NF-kB neuron act: 1.9; APP 5'UTR act: 27; STAT3 activator: 113; STAT1 act: 121; Hsp70 act: -0.1; FLuc inh counter: -6; STAT3 blocker: -10

Screens as filed in PubChem BioAssay.
